Screening data (PubChem BioAssay)
STK33 inh = blocks human STK33 kinase activity. Q9BYT3. purified STK33, MBP phosphorylation, ADP-Glo luminescence. inhibition, % at 10 µM. 320,000 compounds, 0.073% hits. AID 2661;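 active = inhibition at or above 25%, using the most active replicate where run in duplicate; inactive = inhibition below 25%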
Target sequence (Q9BYT3 whole entry, looked up): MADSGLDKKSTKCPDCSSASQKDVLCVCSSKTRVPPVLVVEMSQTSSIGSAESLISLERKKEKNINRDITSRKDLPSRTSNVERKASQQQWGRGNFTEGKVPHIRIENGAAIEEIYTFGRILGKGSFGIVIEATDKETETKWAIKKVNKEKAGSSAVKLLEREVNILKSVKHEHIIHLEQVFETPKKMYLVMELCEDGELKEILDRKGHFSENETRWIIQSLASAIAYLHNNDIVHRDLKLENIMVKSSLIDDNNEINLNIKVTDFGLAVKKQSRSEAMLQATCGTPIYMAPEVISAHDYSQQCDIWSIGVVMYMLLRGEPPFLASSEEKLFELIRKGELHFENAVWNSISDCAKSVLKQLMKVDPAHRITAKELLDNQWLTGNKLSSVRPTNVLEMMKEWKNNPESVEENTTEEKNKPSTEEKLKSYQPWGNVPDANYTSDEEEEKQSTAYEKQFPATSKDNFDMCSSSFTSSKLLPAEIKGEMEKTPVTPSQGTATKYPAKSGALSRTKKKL
KCNQ2 block = KCNQ2 channel blockers in CHO-K1 cells – cell-based, FluxOR thallium flux, B-score, primary screen (AID 2156); B-score at 10 µM; 310,000 compounds, 1.1% hits; 20 min; active compounds read low;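 active = fluorescence ratio B-score at most minus 3 library SDs, with starting brightness B-score within 2 library SDs, cut at about -5.5 in these data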
Kir21 inh = blocks the mouse Kir2.1 inward-rectifier potassium channel | P35561 | HEK293-Kir2.1, FluxOR thallium flux fluorescence; active compounds read low | B-score at 10 µM | 310,000 compounds, 0.85% hits | AID 1672;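 active = fluorescence ratio B-score at or below minus 3 SD of library scores, with starting-brightness B-score within 2 SD, cut at about -4.2 in these data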;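 note: channel flux triggered by added potassium and thallium sulfate stimulus; B-score of peak minus minimum fluorescence over baseline after thallium stimulus; more negative B-score means stronger Kir2.1 block with less thallium influx; some compounds called inactive have numbers as strong as hits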
Target sequence (P35561 whole entry, looked up): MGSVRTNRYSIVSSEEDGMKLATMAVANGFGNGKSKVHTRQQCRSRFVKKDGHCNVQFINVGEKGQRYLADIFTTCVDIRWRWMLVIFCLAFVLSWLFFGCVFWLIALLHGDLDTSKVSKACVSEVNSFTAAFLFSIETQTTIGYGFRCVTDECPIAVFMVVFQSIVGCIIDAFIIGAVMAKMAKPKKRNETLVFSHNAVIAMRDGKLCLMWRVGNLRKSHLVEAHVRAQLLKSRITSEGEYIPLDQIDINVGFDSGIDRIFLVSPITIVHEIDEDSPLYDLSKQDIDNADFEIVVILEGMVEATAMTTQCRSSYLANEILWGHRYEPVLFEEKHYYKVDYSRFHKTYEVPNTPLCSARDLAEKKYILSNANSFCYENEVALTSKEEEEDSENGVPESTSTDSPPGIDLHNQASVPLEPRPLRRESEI
The depositor's hits bear a star; i = inactive; / = no result given. No enrichment for hits. Share with any hit: about 1.9%.

smiles	STK33 inh	KCNQ2 block	Kir21 inh
COc1ccc(C2C(C#N)=C(N)N(N(C)C)C3=C2C(=O)CCC3)cc1 (stereo not given)	0.0	i	0.69
CC(C)(C)C(=O)COC(=O)c1cc(-c2ccncc2)nc2ccccc12	3.0	i	-0.74
O=C(c1ccco1)N1N=C(c2ccc(Cl)cc2)CC1c1ccco1 (stereo not given)	0.0	i	0.01
Cc1ccccc1OCC(=O)Nc1ccc(S(=O)(=O)Nc2onc(C)c2C)cc1	0.1	i	1.5
O=C(c1cccnc1)c1cccnc1	/	i	-2.6
COc1cc(C(=O)OCC(=O)N2CCOCC2)c([N+](=O)[O-])cc1OC	-0.7	i	1.5
CCN1C(=O)CC(N2CCN(c3ccc(Cl)cc3)CC2)C1=O (stereo not given)	0.9	i	-1.7
COc1ccc(Nc2nnc(-c3ccc(C(N)=O)cc3)c3ccccc23)cc1	-1.1	i	0.41
CC(C)Cn1c(=O)c2ccccc2n2c(SCC(=O)N3c4ccccc4CC3C)nnc12 (stereo not given)	-0.3	i	-0.55
S=C(NNC(=S)Nc1ccccc1)Nc1ccccc1	-0.3	i	-0.47
O=C(O)COc1ccccc1/C=N/Nc1ccc(S(=O)(=O)Nc2ccc(Cl)cc2)cc1[N+](=O)[O-]	-0.9	i	-0.39
Cc1ccc(F)c(Oc2cc(NN3CCCCC3)c([N+](=O)[O-])cc2[N+](=O)[O-])c1	-0.7	i	-0.42
CC(OC(=O)c1cc2sccc2n1C)C(=O)NCc1ccc(F)cc1 (stereo not given)	-0.7	i	1.6
O=C1CCCC2=C1C(c1ccsc1)CC(=O)N2c1ccccc1F (stereo not given)	-1.0	i	1.4
CCOCC(=O)Nc1nnc(Cc2ccc(OC)cc2)s1	0.0	i	0.13

(more compounds)
smiles	STK33 inh	KCNQ2 block	Kir21 inh
COc1ccc2nc(Nc3nc(CSc4nnnn4-c4ccccc4)cc(=O)[nH]3)nc(C)c2c1	0.7	i	-0.23
Cc1cc2c(cc1C)/C(=C\C(N)=O)NC(C)(C)C2	-1.3	i	-1.5
CCCCOc1ccc(N=Cc2cccs2)cc1	/	i	1
CN(C(=O)c1coc(=O)c2ccccc12)c1ccccc1Cl	0.6	i	0.49
Cc1csc2sc(-c3ccnc(SCC(=O)NCc4ccccc4)n3)c(C)c12	-0.9	i	1.9
Cc1nc(NC(=S)NC(=O)c2ccco2)sc1C(=O)N(C)C	-0.1	i	1.3
COc1ccc(NC(=O)CSc2nc(N)c3cc4c(nc3n2)CCCC4)c(OC)c1	9.0	i	0.93
O=C1CC(Sc2nnnn2-c2ccccc2)C(=O)N1c1cccc(Cl)c1 (stereo not given)	-0.1	i	0.81
Cc1[nH]c2ccccc2c1/C=N/Nc1nncn1N	-2.3	i	-1.6
CC(=O)N(C)c1ccc(NC(=S)Nc2ccccc2)cc1	-0.2	i	0.24
COCCCN1CC(=O)N2C(c3ccc(OC)c(OC)c3)c3[nH]c4ccccc4c3C[C@H]2C1=O (stereo not given in full)	0.5	i	1.1
O=C(NCc1ccccc1)C1COc2ccccc2O1 (stereo not given)	-1.1	i	0.19
O=C(CCC(=O)Nc1nnc(C2CCCCC2)s1)NCc1ccc(F)cc1	0.0	i	0.41
Cc1ccccc1N1CCN(Cc2cccc(C(=O)O)c2)CC1	0.2	i	-0.44
CC1(N(O)/C=C2\C=CC=CC2=O)CCCCC1=O (stereo not given)	-0.8	i	0.93

(list continues)
smiles	STK33 inh	KCNQ2 block	Kir21 inh
CCc1nnc(NC(=O)CSc2nnc(C)n2CC2CCCO2)s1 (stereo not given)	-2.4	i	-0.67
Cc1cc(=O)oc2c(C)c(OCC(=O)NCCCn3ccnc3)ccc12	0.0	i	-1.4
O=S(=O)(NCC1CCCO1)c1cc(Cl)ccc1Cl (stereo not given)	-2.2	i	0.03
FC(F)(F)COc1nc(N2CCOCC2)nc(N(c2ccccc2)c2ccccc2)n1	/	i	1.1
O=C(Nc1ccccc1)c1cc(S(=O)(=O)NCc2ccncc2)ccc1Cl	0.6	i	-1.6
Cc1ccc(Oc2ccc(Cl)cc2NC(=O)c2cnccn2)cc1	-0.4	i	-0.41
COc1cccc(C(=O)c2c[nH]c(C(=O)NCc3ccco3)c2)c1	-0.1	i	1.2
CCN(CC)C(=O)CN(c1cccc(C(F)(F)F)c1)S(C)(=O)=O	0.8	i	0.27
Cc1cc(NC(=O)CCc2ccccc2)c([N+](=O)[O-])cc1C	-1.1	i	0.62
COc1ccccc1C(=O)N/C(=N/c1nc(C)cc(C)n1)Nc1ccccc1	-2.5	i	0.07
Cn1cnc2cc(NS(=O)(=O)c3ccc(Br)cc3)ccc21	-0.4	i	-1.1
Cc1ccc(COCC(CC(C)C)N2CCN(C(=O)c3cccc(C(F)(F)F)c3)CCC2=O)cc1 (stereo not given)	-0.3	i	-1
COc1cc2c(cc1OC)CN(C(=O)CN1CCN(S(=O)(=O)c3ccccc3Br)CC1)CC2	-1.7	i	-0.41
COc1cc(-c2nnc(SCC(=O)Nc3cc(C)on3)n2C)cc(OC)c1O	-3.9	i	-0.05
O=C(Nc1cc(Cl)ccc1-n1cncn1)c1ccc([N+](=O)[O-])s1	-2.7	i	0.01

Next structures:
smiles	STK33 inh	KCNQ2 block	Kir21 inh
O=C(C1=NN[C@@H]2C(=O)N(c3cccc(F)c3)C(=O)[C@H]12)C(c1ccccc1)c1ccccc1	-1.0	i	1
CCOC(=O)C(C)Sc1ncc(-c2ccccc2)cn1 (stereo not given)	-1.3	i	0.73
COc1ccccc1CCN1CCCC(CN(C)C(=O)c2ccc3nc[nH]c3c2)C1 (stereo not given)	-0.7	i	-1.3
CCCN(CCC)S(=O)(=O)c1ccc(C(=O)NCc2ccc3c(c2)OCO3)cc1	-2.1	i	0
O=C(NNC(=S)Nc1ccccc1C(F)(F)F)c1ccc(Br)o1	-1.9	i	1.1
Cc1cccc2cc(CN(C(=O)c3cccs3)c3ccccc3)c(=O)[nH]c12	0.0	i	1.3
O=C(CSc1nc(-c2ccccc2)cc(=O)[nH]1)Nc1ccccn1	-0.1	i	-0.86
COc1ccccc1CNC(=O)C1(C)Oc2cccnc2NC1=O (stereo not given)	-1.9	i	-2.1
CN(CC(=O)Nc1ccccc1Br)C(=O)C1CCN(C(=O)c2ccc(Cl)cc2)CC1	-0.7	i	-0.12
Cc1ccc(NC(=O)Cn2cccc2)cc1Cl	-1.1	i	2
CC(C)NC(=O)c1c(O)c2cccc3c2n(c1=O)CCC3	2.5	i	-0.16
CC(C)c1ccccc1NCC(=O)N1CCN(Cc2ccccc2)CC1	-0.5	i	-1.1
Cc1cccc(NC(=O)c2ccc(N3C(=O)C4C5C=CC(C6CC56)C4C3=O)cc2)c1 (stereo not given)	-0.7	i	0.27
CCOC(=O)CN1C(=O)N[C@@H](c2cccc(F)c2)C(C(=O)OC)=C1C	-0.1	i	-6.1*
Cc1ccnc(OC(C(=O)O)C(OCCc2ccccc2)(c2ccccc2)c2ccccc2)n1 (stereo not given)	-3.3	i	-0.03

Next records follow:
| Molecule | STK33 inh | KCNQ2 block | Kir21 inh |
| --- | --- | --- | --- |
| Fc1ccc(/C=N/N2CCCCC2)c(F)c1 | -0.2 | i | 0.37 |
| Cc1cc(N2CCN(C(=O)c3ccco3)CC2)n2ncc(-c3ccccc3)c2n1 | -0.9 | i | -0.78 |
| COc1ccc(S(=O)(=O)N(C)c2ccc(C(=O)NCc3ccco3)cc2)cc1 | -1.2 | i | -0.24 |
| Cc1sc2nc(CSCC(=O)N(CCC#N)c3ccccc3)[nH]c(=O)c2c1C | -0.7 | i | -1.2 |
| O=C(/C=C/c1ccc(O)c(O)c1)OCCc1ccccc1 | 1.5 | i | -0.94 |
| S=C(NC1CCCC1)N1CCN(c2cccc(Cl)c2)CC1 | -1.8 | i | 0.04 |
| COc1ccc(CNC(=O)C(=O)NCCC2CCCCN2S(=O)(=O)c2ccccc2)cc1 (stereo not given) | / | i | 0.45 |
| COc1cc2c(cc1OC)/C(=C/C#N)NC(C)(C)C2 | 0.2 | i | -0.61 |
| O=C(CCCOc1ccccc1)Nc1cccnc1 | -1.8 | i | 0.59 |
| N#Cc1cccc(NC(=O)Nc2cccs2)c1 | -0.3 | i | -1.7 |
| CCC(C)NC(=O)C1CCC(CNS(=O)(=O)c2ccccc2)CC1 (stereo not given) | -0.7 | i | -2.1 |
| Cc1ccc(-c2nnc(Cc3ccc(Cl)cc3)o2)cc1 | -1.6 | i | -1.5 |
| Cc1ccc(N2CCN(S(=O)(=O)N(C)C)CC2)cc1C | -0.2 | i | 0.5 |
| Cn1c(OCc2cccnc2)nc2c1c(=O)n(Cc1ccc(F)cc1)c(=O)n2C | -1.2 | i | 1.1 |
| Cc1ccc(C(=O)N2CCN(c3cc4c(cc3[N+](=O)[O-])n(C)c(=O)n4C)CC2)cc1 | -1.0 | i | 0 |
| Cc1cc(C)cc(OCC(=O)N2CCCCCC2)c1 | -2.7 | i | 0.64 |
| Cc1nc(N)ncc1C(=O)Nc1ccccc1 | -1.6 | i | 1.9 |
| CC(=O)c1cnc2c(-c3cccc(Br)c3)cnn2c1C | -0.4 | i | 0.02 |
| CCCCn1c(N)c(N(CC(C)C)C(=O)c2cc(S(=O)(=O)N3CCCCC3)ccc2C)c(=O)[nH]c1=O | 1.4 | i | 2.6 |
| O=C(CNC(=S)N(CCCN1CCOCC1)Cc1cccs1)NC1CCCCCCC1 | -1.3 | i | -2.3 |
| CC1CCC2(CC1)NC(=O)N(CC(=O)Nc1ccc3c(c1)OCCO3)C2=O (stereo not given) | 0.7 | i | -0.91 |
| O=C(O)CCC(=O)N1CCN(S(=O)(=O)c2ccc3ccccc3c2)CC1 | 0.3 | i | 0.42 |
| COc1ccc(C(c2nnnn2C2CCCC2)N2CCC(C)CC2)cc1 (stereo not given) | -0.3 | i | 0.03 |
| COc1ccccc1C(=O)NC(CCSC)C(=O)N1CCC(Cc2ccccc2)CC1 (stereo not given) | 0.2 | -7.2* | 0.2 |
| CCc1ccc(NC(=S)Nc2ccc3cn[nH]c3c2)cc1 | 31* | i | 2.5 |

Filtered by structure, the compounds so far with a nitro group on carbon (6)
| Molecule | STK33 inh | KCNQ2 block | Kir21 inh |
| --- | --- | --- | --- |
| COc1cc(C(=O)OCC(=O)N2CCOCC2)c([N+](=O)[O-])cc1OC | -0.7 | i | 1.5 |
| O=C(O)COc1ccccc1/C=N/Nc1ccc(S(=O)(=O)Nc2ccc(Cl)cc2)cc1[N+](=O)[O-] | -0.9 | i | -0.39 |
| Cc1ccc(F)c(Oc2cc(NN3CCCCC3)c([N+](=O)[O-])cc2[N+](=O)[O-])c1 | -0.7 | i | -0.42 |
| Cc1cc(NC(=O)CCc2ccccc2)c([N+](=O)[O-])cc1C | -1.1 | i | 0.62 |
| O=C(Nc1cc(Cl)ccc1-n1cncn1)c1ccc([N+](=O)[O-])s1 | -2.7 | i | 0.01 |
| Cc1ccc(C(=O)N2CCN(c3cc4c(cc3[N+](=O)[O-])n(C)c(=O)n4C)CC2)cc1 | -1.0 | i | 0 |

Remaining list, next part
| Molecule | STK33 inh | KCNQ2 block | Kir21 inh |
| --- | --- | --- | --- |
| O=C(Nc1ccccc1)c1cc(S(=O)(=O)N2CCOCC2)cs1 | -0.6 | i | 1.9 |
| COc1ccc(C(=O)N2CCCC(c3nc(-c4ccc(C)o4)no3)C2)cc1OC (stereo not given) | -1.2 | i | -0.17 |
| COCCN(C(=O)CCc1ccc(OC)cc1)c1nnc(-c2ccncc2)s1 | -1.5 | i | 0.62 |
| CCOC(=O)C1=C(C)N=c2s/c(=C\c3ccc(OCC(=O)O)c(OC)c3)c(=O)n2C1c1ccc(OC)cc1 (stereo not given) | -1.3 | i | 1.9 |
| COc1cc(CN2CCCC(C(=O)c3ccc(C(C)(C)C)cc3)C2)cc(OC)c1O (stereo not given) | -1.5 | i | -0.14 |
| CC1CC(C)CN(S(=O)(=O)c2ccc(Oc3ccc([N+](=O)[O-])cc3)cc2)C1 (stereo not given) | -1.2 | i | -0.69 |
| CCNC(=O)N(CCOC)CC1CCCN(C2Cc3ccccc3C2)C1 (stereo not given) | / | i | 0.06 |
| Cc1nc2ccccc2c(=O)n1NC(=O)c1ccc([N+](=O)[O-])cc1 | 0.9 | i | -0.09 |
| Cc1ccc(NC(=O)/C(Cl)=C/c2ccccc2)cc1C | -0.4 | i | -0.65 |
| COc1ccc(-c2ccc(=O)[nH]n2)cc1 | 0.4 | i | -0.23 |
| CCOc1ccccc1C(=O)Nc1ccccc1O | -0.8 | i | 1.4 |
| CCC(C)[C@H](NC(=O)NCc1ccc(OC)c(OC)c1)C(=O)O (stereo not given in full) | -0.9 | i | 0.06 |
| CC(=O)c1ccc(Nc2cnn(C34CC5CC(CC(CC(=O)O)(C5)C3)C4)c(=O)c2Cl)cc1 | -2.1 | i | 0.13 |
| CCOC(=O)CNC(=O)Cc1ccc(OC)cc1 | -1.6 | i | 0.1 |
| CN(C)/C=C/C(=O)c1ccc(S(=O)(=O)c2ccccc2)cc1 | -2.2 | i | 0.77 |
| CC(=O)c1cccc(NC(=O)C(Sc2ncnc3ccccc23)c2ccccc2)c1 (stereo not given) | / | i | -0.35 |
| O=C(CSc1cn(CCNC(=O)c2cccs2)c2ccccc12)NC1CCCC1 | -0.3 | i | 0.11 |
| C[N+]1(CCOS(=O)C23CC4CC(CC(C4)C2)C3)CCOCC1 (stereo not given) | -3.2 | i | 0 |
| CCCCC(=O)OCC(=O)Nc1ccc(C)c(F)c1 | 0.7 | i | 0.85 |
| CCN1C(=O)CC(NCc2ccc3c(c2)OCO3)C1=O (stereo not given) | 0.2 | i | -0.15 |

Entries listed so far printed as active in KCNQ2 block:
| Molecule | STK33 inh | KCNQ2 block | Kir21 inh |
| --- | --- | --- | --- |
| COc1ccccc1C(=O)NC(CCSC)C(=O)N1CCC(Cc2ccccc2)CC1 (stereo not given) | 0.2 | -7.2* | 0.2 |
